Assay outcomes deposited in PubChem by National Center for Advancing Translational Sciences (NCATS).
VP16 counter = counter-screen for ROR gamma inhibitors: Gal4-VP16 reporter. Drosophila S2 Gal4-VP16 UAS-luciferase, luminescence, 20 h. Potency, µM (top dose mostly 53.6 µM), for inactives: at the top dose activity, negative = inhibition, actives largely listed as inhibitors. 310,000 compounds, 3.5% hits. AID 2546;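 also: Gal4-VP16 expression switched on by copper sulfate through the metallothionein promoter; % is scaled to controls: 0 for no effect and ±100 for the full control effect; nearly all actives have a fitted effect of over 50% in size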
BRCA1 expr act = BRCA1 expression activation; MCF7-BRCA1-FFLuc reporter, luminescence, 48 h; response scale: scaled: vehicle 0%, 10 µM genistein 100%; Potency, µM (highest dose often 46.1 µM), for the others: top-dose activation, actives largely listed as activators; 380,000 compounds, 1.1% hits; AID 624202; also: nearly all actives have a fitted effect of over 80% in size; some results filed as inactive show a strong effect at the top dose
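48 h compound treatment of MCF7-BRCA1-FFLuc cells (phenol-red free MEM, 37 °C), then 15 min with luciferase substrate and luminescence imaging.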
Rab9 prom act = activators of Rab9 promoter | Huh7 Rab9 promoter-luciferase reporter, luminescence, 24 h | Potency, µM (highest dose often 9.22 µM), for the others: top-dose activation, negative = inhibition, hits mostly activators | 320,000 compounds, 2.8% hits | AID 485297; also: % of control where 0% means no effect; nearly all actives have a fitted effect of over 60% in size
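Luciferase signal after 10 min detection reagent at ambient indicates Rab9 promoter upregulation; stably transfected Huh7 cells were treated 24 h with compound in DMSO at 37 °C, 5% CO2.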
ELG1 genotoxic = genotoxicity induction in ELG1-luciferase HEK293T cells | Potency, µM (series often up to 46 µM), without a hit: at the top dose activity change, positive = activation, hits mostly activators | AID 504466 | HEK293T ELG1-luciferase reporter, luminescence, 16 h | 330,000 compounds, 1.3% hits; also: % of control where 0% means no effect; nearly all actives have a fitted effect of over 60% in size
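After overnight (16 hr) compound treatment at 37 °C, ELG1-luciferase HEK293T cells were lysed with ONE-Glo; luminescence quantified 30 min later at room temperature.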
RORg inh = blocks mouse ROR gamma transcriptional activity; 310,000 compounds, 5.4% hits; Potency, µM (doses to about 53.6 µM), inactives show at the highest dose activity change, negative = inhibition, actives largely listed as inhibitors; Drosophila S2 Gal4-RORgamma UAS-luciferase reporter, 20 h; P51450; also: % is scaled to controls: 0 for no effect and ±100 for the full control effect; nearly all actives have a fitted effect of over 60% in size
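In this cell-based reporter format, copper sulfate (700 uM final) drives Gal4–ROR gamma fusion expression from a metallothionein promoter in Drosophila Schneider cells; compounds preincubated 1 hr, reporter read after 20 hr at ambient temperature.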
MBNL1 CUG block = inhibitors of human MBNL1 binding to CUG repeat RNA; 280,000 compounds, 0.036% hits; AID 2675; Q9NR56; Potency, µM (titrated, usually from 57.5 µM), for inactives: top-dose activity change, negative = inhibition, usual class: inhibitors; TR-FRET MBNL1-His/biotin-(CUG)12 binding, 665/545 ratio; active = well fitted inhibition curve with a large enough effect in the signal ratio, with a control signal flat, not every such curve was filed as active; inconclusive = small, poorly fitted or top-dose-only effect, or effect the other way, or a change in a side signal; inactive = no such curve, though single readings can be large or run the other way; the % refers to the signal ratio; also: % is scaled to controls: 0 for no effect and ±100 for the full control effect
Target sequence (Q9NR56 whole entry, looked up): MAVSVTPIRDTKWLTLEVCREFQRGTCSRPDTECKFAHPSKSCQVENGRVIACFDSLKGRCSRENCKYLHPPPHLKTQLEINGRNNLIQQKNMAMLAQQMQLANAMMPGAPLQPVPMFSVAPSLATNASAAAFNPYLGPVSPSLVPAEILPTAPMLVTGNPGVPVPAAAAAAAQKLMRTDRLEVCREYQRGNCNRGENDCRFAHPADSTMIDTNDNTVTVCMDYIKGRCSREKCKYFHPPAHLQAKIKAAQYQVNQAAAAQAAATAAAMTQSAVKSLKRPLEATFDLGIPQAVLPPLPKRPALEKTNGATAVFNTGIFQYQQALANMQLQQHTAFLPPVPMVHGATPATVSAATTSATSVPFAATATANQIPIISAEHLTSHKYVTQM
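Inhibition of protein-RNA binding appears as loss of TR-FRET between terbium anti-His antibody on MBNL1-His and streptavidin-XL665 on biotin-(CUG)12. Activity is normalized to buffer-only and uninhibited-complex controls.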
NPC1 promoter act = activates the NPC1 promoter; Huh7 NPC1 promoter luciferase reporter, 24 h; Potency, µM (doses to about 9.22 µM), for the others: top-dose activation, most hits filed as activators; 320,000 compounds, 2.4% hits;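 also: % of control where 0% means no effect; nearly all actives have a fitted effect of over 60% in size; reporter is driven by a mutant NPC1 promoter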
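Huh7 cells stably carrying NPC1 promoter–luciferase, plated in Opti-MEM with 10% FBS for 2 h, were exposed to compound in DMSO for 24 h at 37 °C; luciferase reagent was added for 10 min and luminescence read.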
p53 reactivation = restores transcriptional activity of mutant p53 | H1299 p53-A138V BP100-luciferase reporter, luminescence, 24 h | 320,000 compounds, 0.063% hits | Potency, µM (highest dose often 92.2 µM), for inactives: at the highest dose activity change, positive = activation, actives largely listed as activators | AID 504706; also: % of control where 0% means no effect; nearly all actives have a fitted effect of over 45% in size
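H1299 (p53-null), stable ts p53-A138V + BP100-Luc; 1000 cells/well, Opti-MEM/10% FBS; cpd 4 pt, 1:5; 24 h, 37 deg C, 5% CO2; detection reagent 10 min RT; luminescence.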
FLuc modulator = firefly luciferase modulation, counter-screen for miR-21 project; P08659; purified FLuc, Km substrates, luminescence inhibition; Potency, µM (titrated, usually from 57.5 µM), for inactives: top-dose activity change, negative = inhibition, usual class: inhibitors; 360,000 compounds, 6.9% hits;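 also: plate controls were vehicle for no effect and reference inhibitor for full effect; nearly all actives have a fitted effect of over 55% in size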
Target sequence (P08659 whole entry, looked up): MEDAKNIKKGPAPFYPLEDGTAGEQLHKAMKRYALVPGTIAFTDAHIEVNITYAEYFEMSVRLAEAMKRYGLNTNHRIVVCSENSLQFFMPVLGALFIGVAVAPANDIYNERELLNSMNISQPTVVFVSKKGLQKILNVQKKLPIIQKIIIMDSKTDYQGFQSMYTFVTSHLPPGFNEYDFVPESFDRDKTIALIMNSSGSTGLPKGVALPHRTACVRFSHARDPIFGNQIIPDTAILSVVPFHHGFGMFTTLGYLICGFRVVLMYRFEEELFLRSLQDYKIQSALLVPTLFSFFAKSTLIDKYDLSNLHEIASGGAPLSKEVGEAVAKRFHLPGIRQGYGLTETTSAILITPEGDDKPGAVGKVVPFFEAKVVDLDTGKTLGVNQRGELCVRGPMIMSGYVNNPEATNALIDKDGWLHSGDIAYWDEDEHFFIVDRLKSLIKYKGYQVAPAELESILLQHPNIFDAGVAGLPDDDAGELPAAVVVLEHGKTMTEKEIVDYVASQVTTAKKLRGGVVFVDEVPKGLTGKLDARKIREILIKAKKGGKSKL
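Biochemical qHTS of compounds, final roughly 60 µM downward over six points, against 10 nM purified firefly luciferase using Km concentrations of substrates (10 uM D-luciferin, 10 uM ATP) in Tris acetate pH 7.5 buffer; luminescence output.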
uPA surface inh = inhibitors of cell surface uPA generation | Potency, µM (highest dose often 38.3 µM), inactives show at the highest dose activity change, negative = inhibition, actives largely listed as inhibitors | cell surface uPA generation assay, qHTS | 330,000 compounds, 0.31% hits; active = well fitted inhibition curve with a large enough effect; inconclusive = small, poorly fitted or top-dose-only effect; inactive = no such curve, though single readings can be large or run the other way; tested in mouse RAW 264.7 cells; also: % is scaled to controls: 0 for no effect and ±100 for the full control effect; nearly all actives have a fitted effect of over 55% in size
An asterisk follows results filed as active; ? = inconclusive; / = not tested or not shown; [ ] = remark or other dose. Unless noted, calls follow the shape of the dose curve; as a rule, active = well fitted curve in the direction sought with a large enough effect; inconclusive = small, poorly fitted or top-dose-only effect, or another doubt; inactive = no such curve, though single readings can be large; an effect the other way counts as inactive or inconclusive. Potency is read from the fitted curve at half-maximal effect.

SMILES	VP16 counter	BRCA1 expr act	Rab9 prom act	ELG1 genotoxic	RORg inh	MBNL1 CUG block	NPC1 promoter act	p53 reactivation	FLuc modulator	uPA surface inh
CC(C(=O)Nc1cccnc1)C1Sc2ccccc2NC1=O (stereo not given)	6%	-18%	-2%	0%	26%	-9%	1%	-1%	-14%	-5%
O=C(CCS(=O)(=O)c1ccc(Cl)cc1)Nc1ccc(F)cc1	4%	-4%	1%	2%	24%	-1%	2%	-1%	-1%	4%
COc1ccc(S(=O)(=O)N2CCCCC2)cc1NC(=O)c1ccc(N2CCCC2=O)cc1	/	-9%	1%	-3%	/	/	-5%	6%	0%	5%
COc1ccc(NC(=O)N2CCN(C(=O)C3CCCO3)CC2)cc1 (stereo not given)	/	33%	-3%	0%	/	-6%	-2%	/	3%	0%
CCOc1ccc(NC(=O)N2CCN(C(=O)c3ccco3)CC2)cc1	-15%	1%	-5%	-5%	0%	-10%	0%	-3%	2%	5%
O=C(Nc1ccnn1C1CCN(Cc2cccc(O)c2)CC1)C1CCCC1	-9%	2%	0%	2%	-4%	9%	-4%	17%	-6%	0%
CC(SC1=NCCS1)C(=O)Nc1nnc(-c2ccc(Cl)cc2)s1 (stereo not given)	8.9µM*	93%	?	3%	5µM*	3%	16%	13%	-18%	-5%
O=C(CN1C(=O)C2C3CC(C(Br)C3Br)C2C1=O)N1CCOCC1 (stereo not given)	1%	-23%	-2%	0%	-20%	2%[11.5 µM]	-1%	-2%	2%	0%
CN(Cc1ccco1)C(=O)C1CCC(=O)N1Cc1ccc(F)cc1 (stereo not given)	13%	6%	2%	-2%	13%	-13%	0%	-9%	1%	8%
CC1=NN(c2ccccc2)C(=O)/C1=C/N(C)C	-9%	0%	-1%	0%	-16%	/	-3%	0%	-17%	-1%
CS(=O)(=O)N(CC(=O)N1CCOCC1)c1cc(C(F)(F)F)ccc1Cl	-1%	-4%	8%	-4%	1%	3%	0%	28%	0%	22%
Fc1ccc2cnc(CCO[C@H]3CCCCO3)cc2c1	/	21%	/	?	/	/	/	6%	/	-22%
Cn1nnnc1SCc1nc2scc(-c3ccccc3)c2c(=O)[nH]1	6%	21%	-7%	-3%	?	/	-7%	5%	1%	-24%
COc1ccc(NC(=O)CN(C)C(=O)CCc2nc3cc(S(=O)(=O)N4CCOCC4)ccc3n2C)cc1	/	1%	0%	-1%	/	/	0%	1%	-1%	?
COc1ccccc1OCCC(=O)OCC(=O)Nc1ccc2c(c1)OCO2	/	-2%	/	-2%	/	/	/	-9%	/	9%
Cc1ccc(S(=O)(=O)N(C)/C(=N/S(=O)(=O)c2ccccc2)c2ccccc2)cc1	-5%[0.365 µM]	3%	-4%	-1%	2%	-5%	-1%	0%	7%	/
COC(=O)COc1ccc2cc(-c3ccccc3)c(=O)oc2c1	0%	2%	-6%	-1%[9.26 µM]	-10%	38%[activator]	0%	1%	12µM*	-22%
CO/N=C1\CCCc2c(C(=O)NN)sc(SC)c21	-8%	-23%	-1%	8%	?	5%	-7%	2%	0%	-3%
COc1cccc(CN2CCNC(=O)C2CC(=O)N(C)C2CCCCC2)c1 (stereo not given)	-22%	-8%	-1%	2%	1%	-2%	-1%	4%	-1%	-2%
Cc1ccc(SC(C)C(=O)Nc2ccccc2C(=O)N2CCOCC2)cc1 (stereo not given)	-3%	-3%	-7%	-3%	-19%	-1%	-3%	-4%	4%	-2%
COCCn1nnnc1C(c1cc2cc(C)cc(C)c2[nH]c1=O)N1CCN(c2ccccc2F)CC1 (stereo not given)	-1%	0%	15%	-14%	4%	16%	-5%	-5%	1%	-6%
CC(Oc1ccc2c(=O)c(-c3ccc(Cl)cc3)c(C(F)(F)F)oc2c1)C(=O)O (stereo not given)	2%	-3%	1%	0%	1%	2%	-2%	0%	-1%	-20%
COc1ccccc1N1CCN(C(=O)Nc2cccc(C)c2)CC1	-1%	45%	?	2%	27%	-4%	15%	7%	?	7%
CCC(=O)Nc1ccc(NC(=O)CSc2nnc(-c3ccco3)n2C)cc1	-8%	-5%	5%	-3%	-24%	-1%	4%	2%	-17%	-3%
Cc1ccc(C)c(NC(=O)c2ccc(OC(=O)c3ccco3)cc2)c1	2%	46%	3%	1%	?	-4%	5%	13%	?	/
(continued)
SMILES	VP16 counter	BRCA1 expr act	Rab9 prom act	ELG1 genotoxic	RORg inh	MBNL1 CUG block	NPC1 promoter act	p53 reactivation	FLuc modulator	uPA surface inh
CCCN1CN(CCc2ccccc2)CNC1=S	1.8µM*	-3%	-4%	1%	1.1µM*	-11%	-1%	-8%	3%	8%
CC(C)Oc1ccc(C(=O)/C(=C\c2cccs2)c2nc3ccccc3o2)cc1	-15%	-32%	2%	1%	-37%	-4%[11.5 µM]	-3%	?	?	3%
Nc1ccc(-c2nc3nc(N)nc(N)c3nc2-c2ccc(N)cc2)cc1	-6%	-17%	0%	-4%	0%	?	-5%	0%	4%	1%
C=CCn1c(N)c(C(=O)NCc2ccco2)sc1=S	13%	8%	3%	0%	37%	?	-1%	-10%	-1%	10%
COc1ccc(S(=O)(=O)NCC(c2ccco2)N2CCc3ccccc3C2)cc1 (stereo not given)	/	-57%	-7%	-1%	/	/	0%	-5%	0%	5%
CCOC(=O)C1(CCc2ccccc2)CCN(C(=O)c2ccoc2)CC1	-4%	13%	-4%	2%	6%	-1%	-7%	1%	-2%	0%
N#Cc1nc(-c2cccs2)oc1NCc1ccc2c(c1)OCO2	-1%	18%	-5%	3%	34%	29%	0%	4%	-20%	-7%
Cc1nnc(SCC(=O)Nc2cc(S(=O)(=O)N3CCCC3)ccc2Cl)n1C1CC1	/	-1%	-3%	2%	/	/	0%	-6%	6%	-13%
Cc1nc2ccc(Cl)cc2nc(C)/c1=N\O	8%	40%	5%	18µM*	?	7%	0%	?	?	-1%
O=C(Nc1ccc2c(c1)CN(Cc1ccco1)CC2)C1CCCO1 (stereo not given)	-3%	-18%	2%	0%	0%	14%	-4%	-1%	1%	1%
NC(=O)N/N=C/c1c(F)c(F)c(F)c(F)c1F	-1%	-15%	1%	0%	-15%	2%	0%	20%	4%	1%
Cc1ccc(OCC(=O)Nc2ccc3c(c2)nc(CCN2CCN(C)CC2)n3C)cc1	-3%	-43%	-3%	-4%	14%	-1%	-1%	-4%	-3%	4%
CCc1ccc(NC(=O)CSCc2nc(N)nc(Nc3ccccc3CC)n2)cc1	-1%	-24%	-3%	0%	-20%	-1%	-5%	1%	0%	7%
NS(=O)(=O)c1cc(Cl)c(NC(=O)COC(=O)c2ccccn2)c(Cl)c1	/	-9%	-5%	2%	/	/	-2%	-5%	2%	7%

Sorted by formula weight (low to high): some entries from above
SMILES	VP16 counter	BRCA1 expr act	Rab9 prom act	ELG1 genotoxic	RORg inh	MBNL1 CUG block	NPC1 promoter act	p53 reactivation	FLuc modulator	uPA surface inh
Cc1nc2ccc(Cl)cc2nc(C)/c1=N\O	8%	40%	5%	18µM*	?	7%	0%	?	?	-1%
C=CCn1c(N)c(C(=O)NCc2ccco2)sc1=S	13%	8%	3%	0%	37%	?	-1%	-10%	-1%	10%
COC(=O)COc1ccc2cc(-c3ccccc3)c(=O)oc2c1	0%	2%	-6%	-1%[9.26 µM]	-10%	38%[activator]	0%	1%	12µM*	-22%
COc1ccc(NC(=O)N2CCN(C(=O)C3CCCO3)CC2)cc1 (stereo not given)	/	33%	-3%	0%	/	-6%	-2%	/	3%	0%
O=C(CCS(=O)(=O)c1ccc(Cl)cc1)Nc1ccc(F)cc1	4%	-4%	1%	2%	24%	-1%	2%	-1%	-1%	4%
CCOc1ccc(NC(=O)N2CCN(C(=O)c3ccco3)CC2)cc1	-15%	1%	-5%	-5%	0%	-10%	0%	-3%	2%	5%
O=C(Nc1ccnn1C1CCN(Cc2cccc(O)c2)CC1)C1CCCC1	-9%	2%	0%	2%	-4%	9%	-4%	17%	-6%	0%
COc1cccc(CN2CCNC(=O)C2CC(=O)N(C)C2CCCCC2)c1 (stereo not given)	-22%	-8%	-1%	2%	1%	-2%	-1%	4%	-1%	-2%
CC(SC1=NCCS1)C(=O)Nc1nnc(-c2ccc(Cl)cc2)s1 (stereo not given)	8.9µM*	93%	?	3%	5µM*	3%	16%	13%	-18%	-5%
Cc1nnc(SCC(=O)Nc2cc(S(=O)(=O)N3CCCC3)ccc2Cl)n1C1CC1	/	-1%	-3%	2%	/	/	0%	-6%	6%	-13%
COc1ccc(S(=O)(=O)N2CCCCC2)cc1NC(=O)c1ccc(N2CCCC2=O)cc1	/	-9%	1%	-3%	/	/	-5%	6%	0%	5%
COCCn1nnnc1C(c1cc2cc(C)cc(C)c2[nH]c1=O)N1CCN(c2ccccc2F)CC1 (stereo not given)	-1%	0%	15%	-14%	4%	16%	-5%	-5%	1%	-6%
